# MEKK3 PB1 HTS: raises or lowers MEK5 binding to the human MEKK3 PB1 domain | Q99759 | bead-based flow cytometry, Alexa488-MEK5 binding to MEKK3; actives lie on both sides; 0 = blocked by unlabeled MEK5, 100 = vehicle | binding response (% of control), % at 10 µM | 290,000 compounds, 1.4% hits | AID 1529;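 active = binding response more than 3 SD above or below the average of its plate-row segment, actives on both sides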;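 also: Alexa488 bead fluorescence after subtracting the streptavidin-only scavenger bead signal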
# Target sequence (Q99759 whole entry, looked up, the tested form may be a part): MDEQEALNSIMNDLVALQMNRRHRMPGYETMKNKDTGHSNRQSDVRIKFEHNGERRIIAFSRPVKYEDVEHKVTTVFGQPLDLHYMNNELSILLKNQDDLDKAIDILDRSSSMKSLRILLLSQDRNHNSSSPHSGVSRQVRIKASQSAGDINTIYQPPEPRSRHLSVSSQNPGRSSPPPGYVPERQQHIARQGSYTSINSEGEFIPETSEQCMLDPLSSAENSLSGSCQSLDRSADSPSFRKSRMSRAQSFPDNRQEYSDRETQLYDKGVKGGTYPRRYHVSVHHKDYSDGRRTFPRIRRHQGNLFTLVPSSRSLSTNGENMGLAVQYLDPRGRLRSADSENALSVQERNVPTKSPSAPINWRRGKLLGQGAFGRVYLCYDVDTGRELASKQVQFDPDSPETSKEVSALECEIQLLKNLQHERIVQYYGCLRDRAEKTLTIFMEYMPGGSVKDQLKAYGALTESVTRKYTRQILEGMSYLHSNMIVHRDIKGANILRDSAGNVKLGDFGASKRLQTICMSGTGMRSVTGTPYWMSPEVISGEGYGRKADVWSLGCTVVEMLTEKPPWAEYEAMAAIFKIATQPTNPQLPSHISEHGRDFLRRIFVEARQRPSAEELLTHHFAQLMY
# NALP1 yeast inh: blocks the NALP1 inflammasome reconstituted in yeast. S. cerevisiae NALP1/ASC/caspase-1 growth, X-gal OD620, 72 h. inhibition, % at 10 µM. 280,000 compounds, 0.61% hits. AID 2071; in the data active = inhibition mostly above about 24%, no sharp cut-off; inactive = mostly below about 32%; also: some compounds called inactive have numbers as strong as hits
# OXTR agonist: agonists of human oxytocin receptor. P30559. CHO-OTR cells, Fluo-8 calcium fluorescence; normalized: DMSO 0%, oxytocin 100%. activation, % at 3 µM. 320,000 compounds, 0.32% hits;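 active = activation above the mean of all tested compounds plus 3 SD, cutoff set per screening run, cut at about 20% in these data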;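 also: peak over basal fluorescence ratio from a 100 s FLIPR kinetic read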
# PHOSPHO1 block: inhibitors of human PHOSPHO1 phosphatase; Q8TCT1; recombinant PHOSPHO1, absorbance phosphatase assay; 290,000 compounds, 1.1% hits; inhibition, % at 13.3 µM; in the data active = inhibition above about 60%
# MEKK2mut PB1 HTS: signal of MEK5 binding to mutant human MEKK2 PB1 domain | AID 1530 | percent response, % at 10 µM | 290,000 compounds, 0.35% hits | bead flow cytometry, Alexa488-MEK5 binding to MEKK2 mutant; in the data active = percent response above about 24%, passing the limit was not always enough; also: inactives centre near 1; some results filed as inactive read as strong as hits; reference of the scale not given here
# GPR7 antag: blocks human GPR7 receptor signaling | GPR7-expressing cells, fluorescence antagonist assay | inhibition, % at 4.4 µM | 290,000 compounds, 1.1% hits | AID 1861; in the data active = inhibition above about 16%, passing the limit was not always enough;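 also: cells stimulated with the agonist NPW; 0% = agonist with vehicle and 100% = vehicle without agonist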
# Target sequence (P48145 whole entry, looked up): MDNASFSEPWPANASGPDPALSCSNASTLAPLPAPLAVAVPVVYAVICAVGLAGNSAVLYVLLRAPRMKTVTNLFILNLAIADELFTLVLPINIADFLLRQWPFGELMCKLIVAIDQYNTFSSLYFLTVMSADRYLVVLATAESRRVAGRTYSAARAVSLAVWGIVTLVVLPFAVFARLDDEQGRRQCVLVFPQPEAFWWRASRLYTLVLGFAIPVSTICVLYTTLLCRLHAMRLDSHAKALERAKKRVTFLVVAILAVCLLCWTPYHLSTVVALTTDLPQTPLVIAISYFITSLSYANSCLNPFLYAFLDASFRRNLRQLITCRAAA
# DNA FID counter: displaces DNA intercalator in HCV helicase counter-screen; DNA fluorescent intercalator displacement, fluorescence; inhibition, % at 7.9 µM; 290,000 compounds, 0.17% hits; in the data active = inhibition above about 37%;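 also: 0% = vehicle and 100% = reference compound; higher means more ethidium bromide displaced from hairpin DNA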
# MEKK2wt PB1 HTS: raises or lowers MEK5 binding to wildtype human MEKK2 PB1 domain. bead flow cytometry, Alexa488-MEK5 binding to MEKK2 WT; actives lie on both sides. binding response (% of control), % at 10 µM. 290,000 compounds, 1.1% hits. AID 1531; in the data active = binding response below about 67% or above about 130%
# PfM18AAP inh: PfM18AAP enzyme inhibition; recombinant PfM18AAP, H-Glu-NHMec fluorogenic cleavage; 290,000 compounds, 1.2% hits; inhibition, % at 7.35 µM;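 active = inhibition above the campaign mean inhibition over all tested compounds plus 3 SD, cut at about 28% in these data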;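 also: 0% = plate median of test compound wells and 100% = 2 mM ZnCl2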
# Active calls of the source: *; . = not tested or not shown; & = joins results of further samples; [ ] = another dose, or the depositor's remark.
structure,PfM18AAP inh,MEKK2mut PB1 HTS,GPR7 antag,DNA FID counter,OXTR agonist,MEKK3 PB1 HTS,MEKK2wt PB1 HTS,NALP1 yeast inh,PHOSPHO1 block
Cc1cccc(C)c1OCC(=O)N/N=C/c1ccc2c(c1)OCO2,-11,0,-1,-7,-1.4,100,103,28,48
CN(Cc1c(F)cccc1Cl)C(=O)CNC(=O)c1cccs1,-6,6,2,-11,-0.8,102,106,-2,8
Cc1cc(NC(=O)c2cccc(C)c2[N+](=O)[O-])no1,-7,2,-11,0,-0.2,98,98,10,-29
O=C(Nc1cccnc1)c1ccc(NS(=O)(=O)c2cc([N+](=O)[O-])ccc2Cl)cc1,3,0,-12,-3,1.2,101,99,23,37
CCOc1ccccc1C1C(C(=O)OC)=CN(C)C=C1C(=O)OC,-8,0,0,-1,-1.4,102,100,5,-3
COc1ccc(C(C(=O)NC2CCCCC2)N(C(=O)c2ccco2)c2ccccc2C(C)=O)cc1 (stereo not given),-2,-4,12,-29,0.3,100,97,13,8
O=C(NCc1ccccn1)C(F)(F)C(F)(F)C(=O)NCc1ccccn1,-2,2,-1,3,0.1,103,102,-19,32
COc1ccc(Cl)cc1NC(=O)Nc1ccc(C(=O)N2CCCC2)cc1,-10,2,5,-26,1.4,101,105,13,13
CC(C)Sc1nc2c([nH]c3ccccc32)c(=O)n1C,6,-1,-10,1,-0.3,113,103,12,-10
O=C(NP(=O)(N1CCCC1)N1CCCC1)C1=C(N2CCOCC2)/C(=C/c2cccc([N+](=O)[O-])c2)CC1,6,0,-7,-8,-0.3,104,100,12,0
C/C=C/c1ccc(OCC(=O)Nc2cc(C(F)(F)F)ccc2N2CCOCC2)c(OC)c1,-1,1,-6,-10,-0.2,96,103,21,24
O=C(C1COc2ccccc2O1)N1CCN(c2ccccc2Cl)CC1 (stereo not given),8,-1,-12,-6,0.1,104,103,-8,13
COc1ccsc1C(=O)N1CCN(Cc2ccc3c(c2)OCO3)CC1,-1,4,12,-3,0.7,99,106,-12,4
O=C(Nc1cccc(Oc2c(F)c(F)c(F)c(F)c2F)c1)N1C[C@@H]2C[C@@H](C1)c1cccc(=O)n1C2,2,-3&-31,1,-27,-0.8,98&83,95&71,3,-8
CC(C)(C)C(=O)c1cnc(Nc2ccccc2Cl)s1,-2,1,2,-16,-1.7,95,100,10,-17
Cc1cc(NC2CCCCC2)n2c(n1)nc1ccccc12,2,-2,-14,-10,-0.3,99,100,9,-25
CCCCN(Cc1ccccc1)c1ncnc2nc[nH]c12,-9,13,-11,-19,-0.1,110,117,19,-3
Cc1ccc2[nH]c3c(N4CCN(Cc5ccccc5)CC4)ncnc3c2c1,-12,1,-14,8,10,111,105,5,-4
Cc1c(C)c2ccc(OCC(=O)N3CCC(C(=O)O)CC3)cc2oc1=O,8,3,-13,-12,0.8,101,103,23,-23
COc1ccc(CNC(=O)COC(=O)c2c(-c3c(F)cccc3Cl)noc2C)cc1OC,-15,3,-1,-28,3.1,106,104,9,9

# 3 compounds out of the list above, ordered by the value under GPR7 antag, highest first.
structure,GPR7 antag
COc1ccc(Cl)cc1NC(=O)Nc1ccc(C(=O)N2CCCC2)cc1,5
CC(C)(C)C(=O)c1cnc(Nc2ccccc2Cl)s1,2
O=C(Nc1cccc(Oc2c(F)c(F)c(F)c(F)c2F)c1)N1C[C@@H]2C[C@@H](C1)c1cccc(=O)n1C2,1

# Further records:
structure,PfM18AAP inh,MEKK2mut PB1 HTS,GPR7 antag,DNA FID counter,OXTR agonist,MEKK3 PB1 HTS,MEKK2wt PB1 HTS,NALP1 yeast inh,PHOSPHO1 block
CCOC(=O)c1c(-c2ccc(C)o2)csc1NC(=S)NC(=O)N(C)C,-109,3,-8,-19,-0.3,106,109,5,5
CCOC(=O)/C=c1\s/c(=C\c2ccccc2OC)c(=O)n1CC(=O)N1CCOCC1,-5,-3,2,-26,-0.9,95,91,-6,-2
CCOc1ccc(N(CC(=O)Nc2nccs2)S(=O)(=O)c2c(C)[nH]c(=O)[nH]c2=O)cc1,2,3,2,-4,-1.2,127,112,12,4
CCCN(Cc1cc2cccc(C)c2[nH]c1=O)S(C)(=O)=O,-2,.,0,-8,0.3,.,.,20,-7
CCOC(=O)c1c(NC(=O)CSc2nnc3c(n2)[nH]c2ccccc23)sc2c1CCN(C)C2,-1,15,-10,-3,0.5,107,144*,.,.
COc1ccc(-c2nnc(-c3cccs3)o2)cc1OC,8,6,25,-17,-0.3,102,103,4,10
Cc1cc(-c2ccccc2)c(C#N)c(N)n1,14,1,12,-6,-0.1,101,102,12,-50
CN(C)c1nc(N)c2ncc(=S)[nH]c2n1,8,0,-4,6,0.6,97,100,-9,32
NC(c1ccccc1)c1ccncc1 (stereo not given),0,5,-19,0,-0.1,106,109,-2,39
CC(=O)Nc1cc(S(=O)(=O)Nc2ccc(C)cc2)c(C)cc1C,-6,7,7,-5,2.3,106,100,3,28
CN1CCN(/N=C/c2ccc(N(c3ccccc3)c3ccccc3)cc2)CC1,-2,16,-17,3,0.9,106,153*,0,38
COc1cc2c(cc1OC)C(C)N(C(=O)C1=NN(c3cccc(C)c3)C(=O)CC1)CC2 (stereo not given),5,11,4,-39,0.0,104,102,12,14
COc1ccc(S(=O)(=O)n2nc(OC(=O)c3c(-c4ccccc4Cl)noc3C)cc2N)cc1,5,0,15,-8,2.5,98,97,14,4
COC(=O)c1cc(S(=O)(=O)NCc2ccc3c(c2)OCO3)cn1C,5,3,-15,-13,1.5,103,107,18,64*
COc1ccc(C(C)=O)cc1CSc1nc2ccccc2c(=O)n1-c1cccc(C)c1,2,-1,2,-3,0.1,156*,102,39,-8
CO/N=C/C1CCN(c2ncc(C(F)(F)F)cc2Cl)C1=O (stereo not given),3,-3,4,-4,0.5,98,97,-1,24
Cc1c(C#N)c2ccccc2n1CC(=O)N1CCCc2ccccc21,-2,17,-4,-11,-1.7,102,101,11,0
O=S(=O)(N[C@@H]1C[C@H]2CC[C@@H]1C2)c1cccs1,10,4,-14,-1,-0.8,103,102,-3,28
COc1ccc(/C=N/S(=O)(=O)CCc2ccccc2)c(OC)c1,5,-1,-16,1,-0.6,69*[inhibitor],96,-6,2
COc1cc(/C=N/NC(=O)Cn2ccc(C(F)(F)F)n2)cc(OC)c1OC,-7,-3,-1,-14,0.2,102,100,-14,28

# Other records follow:
structure,PfM18AAP inh,MEKK2mut PB1 HTS,GPR7 antag,DNA FID counter,OXTR agonist,MEKK3 PB1 HTS,MEKK2wt PB1 HTS,NALP1 yeast inh,PHOSPHO1 block
CCCc1cc(NCCCO)n2c(nc3ccccc32)c1C#N,-7,-10,10,-12,-1.0,89,95,10,27
O=C(C1=C(O)C(=O)N(CC2CCCO2)C1c1cccnc1)c1ccco1 (stereo not given),7,2,-4,-1,0.4,102,106,-6,39
Cc1cc(/C=C2\NC(=S)NC2=O)c(C)n1-c1cccnc1,-4,-1,-8,2,-0.1,100,99,24,19
NC(=S)N/N=C1\CCOc2ccc(Cl)cc21,1,-4,-15,-6,1.0,100,95,5,21
O=S(=O)(NCc1ccc2c(c1)OCO2)c1cnc[nH]1,-4,8,1,0,-0.4,111,110,-11,9
COc1cccc(CNC(=O)CSc2cc(=O)n(C)c3ccccc23)c1,1,-5,8,-11,-0.4,95,91,4,-1
Cc1sc2nc(COC(=O)c3cccc(OC(F)F)c3)[nH]c(=O)c2c1C,-1,-16,-10,-18,-0.1,89,91,-13,12
c1ccc(-c2nc3c(ccc4ccccc43)[nH]2)nc1,-11,3,2,-8,-2.4,97,102,-7,3
COc1ccc(CNC(=O)c2c(C)cc(=O)oc2C)cc1,3,-2,5,5,-0.8,83,97,10,24
COc1cccc(S(=O)(=O)NCc2ccc(C(=O)N3CCN(Cc4ccccc4)CC3)cc2)c1,-8,4,6,-31,2.9,96,100,10,-15
CCOC(=O)c1csc(NC(=O)Nc2cccc(OC)c2)n1,4,8,-10,-10,.,99,89,25,-6
CN(C)c1ccnc2sc3c(=O)n(-c4ccccc4)cnc3c12,4,-5,-2,-15,-0.4,93,85,21,-15
Cc1ccc(N2C(=O)c3ccc(C(=O)N4CCN(c5ccc(C)c(C)c5)CC4)cc3C2=O)cc1,-3,-1,-5,-3,0.3,100,92,-13,-63
COc1ccc(/C(N)=N/OC(=O)C2CCCCC2)cc1OC,-13,6,-3,-28,-0.4,101,110,12,13
CN(Cc1ccccc1F)c1ccc(S(=O)(=O)N2CCCC2)cn1,-2,-1,-10,-12,-1.6,100,97,12,21
O=C1c2ccccc2C(=O)N1c1cccc2cccnc12,3,0,4,3,-0.6,102,102,10,-7
Cc1ccccc1NC(=S)N(Cc1cccs1)C1CCCCC1,1,-3,-22,22,0.8,99,97,22,41
C=CCSc1nc2sc3c(c2c(=O)[nH]1)CC(C)(CC)OC3 (stereo not given),2,3,-15,-17,-1.8,104,105,-3,-2
CCCCCCSc1ncc(C#N)c(N)n1,-5,6,3,-9,-2.6,121,107,21,22
NS(=O)(=O)c1cccc(NC(=O)CSc2ncc(C(F)(F)F)cc2Cl)c1,-7,-2,-8,-8,-1.3,99,94,15,-7

# Additional compounds:
structure,PfM18AAP inh,MEKK2mut PB1 HTS,GPR7 antag,DNA FID counter,OXTR agonist,MEKK3 PB1 HTS,MEKK2wt PB1 HTS,NALP1 yeast inh,PHOSPHO1 block
Cc1ccccc1-n1c(C)cc(/C=N/NC(=O)c2ccncc2)c1C,15,-3,7,-8,0.1,96,96,8,-5
O=C1OC(c2ccc(Cl)cc2)=C/C1=C/c1cccnc1,1,4,-14,-10,1.8,102,103,-8,25
Cc1ccc2[nH]c(=O)c(CN(CCO)C(=O)NCc3ccccc3)cc2c1,.,9,.,.,-0.6,102,94,7,10
CC(C)c1ccc(NC2(C#N)C(=O)Nc3ccccc32)cc1 (stereo not given),-7,.,-5,-6,0.4,.,.,7,37
CC(C)CCn1cnc2c1c(=O)n(C)c(=O)n2C,-2,-2,-13,-5,1.0,103,108,8,3
COCc1ccc(CN2CCC(C(=O)Nc3cccc(-c4cscn4)c3)CC2)o1,2,4,-10,1,0.6,104,109,2,33
CC(C)[C@H]1C(=O)Nc2ccccc2N1C(=O)N[C@@H](Cc1ccccc1)C(=O)N[C@@H](Cc1ccccc1)C(=O)O,-1,3,-5,-29,0.8,102,105,10,18
COC(=O)C1=C(SC)N(c2ccccc2)C(c2ccccc2)CC1=O (stereo not given),9,-2,-4,-26,-2.2,99,99,11,-15
Cc1ccccc1N1CC(C(=O)NC2CCCC2)CC1=O (stereo not given),-1,2,3,-13,0.0,97,102,21,31
CCOCCN(C(=O)c1ccccc1Cl)c1cccc(C)c1C,-6,3,-4,-33,-2.0,105,104,-58,-8
CCCc1c(C(=O)NNc2cc(C(F)(F)F)ccc2Cl)cnn1-c1ccccc1,3,0,-7,-12,-2.4,102,99,-3,1
CCOC(=O)C[C@H]1c2ccc(C(F)(F)F)cc2S(=O)(=O)N1C1CCCC1,.,-2,.,.,-1.6,88,95,.,.
COC(=O)c1ccc(CSc2nc3scc(-c4cccs4)c3c(=O)[nH]2)o1,-3,1,-9,-20,0.6,100,99,10,72*
COc1cc2c(cc1OC)-c1nnc(C)n1C(C)(C)C2,1,-5,-2,-3,-0.8,91,94,-13,11
COc1ccc(CC(=O)Nc2ccccc2N2CCOCC2)cc1OC,3,-8,-7,-7,1.4,95,93,6,-12
COc1ccc(C2=NO[C@@H]3C(=O)N(c4ccc5c(c4)OCCO5)C(=O)[C@H]23)cc1OC,0,-2,-14,-7,6.3,98,92,5,3
S=C(NCc1ccc(Cl)c(Cl)c1)NCc1ccco1,12,-2,7,-10,.,102,99,7,21

# Screening data: PubChem BioAssay, several laboratories
